TDP1 cell CPT – qHTS for Inhibitors of human tyrosyl-DNA phosphodiesterase 1 (TDP1): qHTS in cells in presence of CPT. chicken DT40 Tdp1-/-;hTDP1 cells + 20 nM CPT, ATP luminescence, 48 h. Potency, µM (top dose mostly 46.2 µM), for inactives: at the top dose activity change, negative = growth inhibition, hits mostly inhibitors. 420,000 tested, 12% active. AID 686979, 2013; active = well fitted inhibition curve with a large enough effect; inconclusive = small, poorly fitted or top-dose-only effect; note: nearly all actives have a fitted effect of over 55% in size
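Cell growth measured by CellTiter-Glo luminescence after a minimum 48 h, 37 C compound exposure with 20 nM CPT in Tdp1-knockout DT40 cells stably expressing hTDP1, seeded 400/well; qHTS titration format.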
* hit, by the source's call; ? = inconclusive; [ ] = remark or other dose. % is set by controls: 0 for no effect and ±100 for the full control effect; potency is the fitted concentration of half-maximal effect.

molecule | TDP1 cell CPT
Cc1cn([C@H]2C[C@H](O)[C@@H](CNCc3ccccc3)O2)c(=O)[nH]c1=O | -24.7%
COc1ccc(C(C)=O)cc1Cn1c(C)c(C(=O)NCC(C)C)sc1=O | ?
CN(C)C(=O)c1cccc(-c2cnc3sc(NCc4ccc5c(c4)OCO5)nn23)c1 | 16.4µM*
COc1ccc(NC(=O)C(c2ccccc2F)n2c(=O)c(-c3cc4ccccc4[nH]3)nc3ccccc32)cc1 (centres undefined) | 16.4µM*
C#CCN(CC(=O)OCC)S(=O)(=O)CCNC1CC1 | -15.5%
Cc1ccc2cccc([N+](=O)[O-])c2n1 | 3.6%
COc1cc(Cl)c(C)cc1N1C(=O)[C@@H]2C[C@H]1CN2Cc1ccccn1 | -3.3%
CC(C)n1c(=O)nc(-c2ccccc2)c2cc3c(cc21)OCO3 | 1.9%
CCC(C(=O)N1CCN(Cc2ccc3c(c2)OCO3)CC1)n1nnc2ccccc2c1=O (centres undefined) | ?
C=C1C(=O)[C@]23C[C@H]1CCC2[C@]1(C)CCC[C@@](C)(C(=O)O)C1C[C@@H]3O (some centres undefined) | 1.46µM*
COc1ccc(-c2nc3c(C)cc(Br)cn3c2Cc2cccc(Cl)c2)cc1OC | ?
CO[C@@H]1CN(C)C(=O)c2cc(NC(=O)NC3CCCCC3)ccc2OC[C@@H](C)N(CCc2ccccc2)C[C@H]1C | 23.1µM*
CCCN1C(=O)C(=O)N(CC(=O)N2c3ccccc3NC(=O)CC2C)C1=O (centres undefined) | 3.4%
CCC(C)[C@H]1CNC(=O)C(=O)N1CCCCC1CCCCC1 (some centres undefined) | -24.2%
C[C@@H]1CCCCO[C@H](CN(C)C(=O)Nc2ccc(F)cc2)[C@@H](C)CN([C@H](C)CO)C(=O)c2cc(NC(=O)c3ccccc3)ccc2O1 | ?
COc1cc(C(O)c2nc(-c3cccc(C(=O)O)c3)cs2)ccc1F (centres undefined) | 7.1%
O=C(Nc1cccc(C(F)(F)F)c1)c1ccc(-c2ccc(F)c(F)c2)c2ccoc12 | ?
O=C(NCc1cccs1)c1csc([C@H]2C[C@H](O)[C@@H](CO)O2)n1 | -1.5%
COc1cccc(C(C)(O)c2nc(-c3ccc(N(C)C)cc3)cs2)c1 (centres undefined) | 18.4µM*
COc1cc(Cn2c3ccc(NC(=O)CC(C)C(F)(F)F)cc3c(=O)n2C)ccc1F (centres undefined) | ?
O=C(COC(=O)/C=C/c1ccccc1Cl)NC1CC1 | -2.6%
COc1cccc(-c2cc3c(c(OC)c2)OCCN(Cc2ccccc2O)C3)n1 | -0.1%
COC(=O)c1ccc2nc(-c3cccc(Cl)c3)c(Cc3cccc(Cl)c3)n2c1 | 4.61µM*
Cc1cn([C@H]2C[C@H](O)[C@@H](CNC/C=C/c3ccccc3[N+](=O)[O-])O2)c(=O)[nH]c1=O | -7.3%
CC1(C(=O)NCc2cccc3ccccc23)CCN1Cc1ccc(OC(F)(F)F)cc1 (centres undefined) | ?
COc1ccc(F)c(CN2CCC3(CCC(CNC(=O)c4ccn(C)n4)O3)CC2)c1 (centres undefined) | 7.3%
COc1ccc(-c2ccc(C(=O)NC(C)C)c3occc23)c(C)c1 | 14.6µM*
Cc1c(C(=O)N(CCO)C(C)C)cnn1-c1ncc2c(n1)-c1ccccc1CCC2 | 4.3%
CNC[C@@H]1OCc2ccccc2-c2c(n(C)c3ccccc23)C(=O)N([C@H](C)CO)C[C@H]1C | ?
O=C(NC(=S)N1CCN(c2ccc(F)cc2)CC1)c1ccccc1 | ?
Cc1ccc(NC(=O)COC(=O)Cc2c[nH]c3ccccc23)cc1 | -19.2%
COC(=O)[C@]1(Sc2ccccc2)CC(=O)N[C@@H]1c1ccccc1 | -11.9%
CCCCC(=O)N(C)c1c(CC)nc2c(OCc3ccc(S(C)(=O)=O)cc3)cccn12 | ?
FC(F)(F)c1cnc(NNC(=S)Nc2ccccc2)c(Cl)c1 | ?
C[C@@H]1CN([C@@H](C)CO)S(=O)(=O)c2ccc(Br)cc2O[C@@H]1CN(C)C(=O)NC1CCCCC1 | -0.7%
CC(C)NC(=O)Nc1ccc2c(c1)C(=O)N([C@H](C)CO)C[C@H](C)[C@@H](CN(C)Cc1ccc(C(F)(F)F)cc1)OCCCC[C@@H](C)O2 | 13µM*
Cc1cccc(C)c1Nc1n[nH]c(=S)s1 | -0.2%
O=C(Nc1ccc(F)cc1)C(c1ccncc1)N1CCN(c2cccc(C(F)(F)F)n2)CC1 (centres undefined) | ?
O=C(NCC(=O)N1CCCCCCC1)c1ccc(Cl)c(Cl)c1 | -16.6%
COc1cc(=O)n2c(c1C(=O)NC(C)c1ccco1)CCN(C(=O)c1cn3ccc(C)cc3n1)CC2 (centres undefined) | 3.3%
O=C(O)[C@H]1CCCNC1 | 5.7%
CC1OC(CCc2cccc(Cl)c2)Cc2[nH]c(=S)[nH]c(=O)c21 (centres undefined) | ?
NC(COCc1ccccc1)c1csc(Nc2cc(NCCCO)ncn2)n1 (centres undefined) | ?
O=C(Cn1cnc([N+](=O)[O-])c1)Nc1ccc(Cl)cc1Cl | 2.6%
CCCCCCN1C[C@@H](n2cc(COC(=O)c3ccccc3)nn2)[C@H](O)C[C@@H]1c1ccc(Cl)cc1 | 13µM*
CCCC1NC(=O)c2cccnc2-n2c1nc1ccc(C)cc1c2=O (centres undefined) | 14.5%
C=CCNc1nc(NCCOc2ccccc2Cl)c2sc(-c3ccccc3)cc2n1 | 14.6µM*
O=c1cc(-c2ccccc2O)oc2cc(O)cc(O)c12 | 29.9µM*
COCCNC(=O)C1(C)CCCN(C(=O)c2ccccc2OC)C1 (centres undefined) | -3.8%
C[C@@H]1CN([C@@H](C)CO)C(=O)c2cc(C#Cc3cccc(F)c3)cnc2O[C@@H]1CN(C)CC1CCOCC1 | 16.4µM*
CCCCN1CCCCC1(C)C(=O)NCc1ccc2c(c1)OCO2 (centres undefined) | ?
CC1(Cc2ccc(C(F)(F)F)o2)C(=O)Nc2cc(-c3ccc(F)cc3F)ccc21 (centres undefined) | ?
CCCCNc1ccc(C(=O)OCCN(CC)CC)cc1 | -16.3%
COc1ccc(OC)c(S(=O)(=O)Nc2ccc3c(c2)OCCO3)c1 | ?
Brc1ccc2nc(-c3ccccc3)c(Cc3ccsc3)n2c1 | 25.9µM*
CCc1ccc2c(c1)NC(=O)C2(C)Cc1cccc(F)c1 (centres undefined) | ?
O=S1(=O)CC(N2CCCCC2)CN1Cc1ccccc1 (centres undefined) | -15.4%
Cc1nc2cc(NC(=O)[C@@H]3C[C@@H](Sc4ccccn4)CN3Cc3ccc4c(c3)OCCO4)ccc2s1 | 7.8%[9.04 µM]
CCC(=O)N[C@@H]1c2ccccc2C2(CCN(Cc3[nH]c4c(Cl)cccc4c3C)CC2)[C@H]1OC | -13.7%
COc1cc(=O)n2c(c1C(=O)N(C)Cc1nonc1C)CCN(Cc1ccc(C)cc1C)CC2 | -15.0%[9.04 µM]

Some of the entries so far, as labelled records.
compound: COCCNC(=O)C1(C)CCCN(C(=O)c2ccccc2OC)C1 (centres undefined)
  TDP1 cell CPT: -3.8%

compound: C[C@@H]1CN([C@@H](C)CO)C(=O)c2cc(C#Cc3cccc(F)c3)cnc2O[C@@H]1CN(C)CC1CCOCC1
  TDP1 cell CPT: 16.4µM*

compound: CCCCN1CCCCC1(C)C(=O)NCc1ccc2c(c1)OCO2 (centres undefined)
  TDP1 cell CPT: ?

compound: CC1(Cc2ccc(C(F)(F)F)o2)C(=O)Nc2cc(-c3ccc(F)cc3F)ccc21 (centres undefined)
  TDP1 cell CPT: ?

(list continues)
molecule | TDP1 cell CPT
CC(C)(C)OC(=O)[C@H](Cc1ccccc1)NC(=O)c1ncn2c1c(=O)[nH]c1ccc(Br)cc12 | 4.61µM*
S=c1[nH]ncn1/N=C/c1ccco1 | -0.2%
C(=C\c1ccccc1)/CN1CCN(C(c2cc3ccccc3o2)c2nnnn2C2CCCC2)CC1 (centres undefined) | ?
CCCN(C)C1CN(Cc2cn(Cc3cccc(Cl)c3)nn2)S(=O)(=O)C1 (centres undefined) | 4.4%
CCc1nc2c(OCc3ccc(Cl)cc3)cccn2c1N(C)C(=O)c1cccs1 | ?
O=C(CCNC(=O)N1CC(=O)Nc2ccccc21)NCc1ccc(Cl)cc1 | 2.2%
c1cc(-c2ccoc2)n2ccnc2c1 | -29.5%
Cc1ncc2c(c1CNC(=O)/C=C/c1cccs1)CCN(C(=O)c1noc3c1CCCC3)C2 | 15.2%[9.04 µM]
C=CC1=C(C)C2=CC3=NC(=C(CC(=O)[O-])C4=NC(=C(C)C4=C([O-])[O-])C=c4[n-]c(c(C)c4CC)=CC1=N2)C(CCC(=O)[O-])C3C.[Cu+2].[Na+].[Na+].[Na+] (centres undefined) | ?
COc1ccc(-c2csc(C(O)c3ccc(OC)cc3)n2)cc1 (centres undefined) | ?
CC1CN(Cc2cccn2-c2ncccn2)Cc2cc(Cl)ccc2O1 (centres undefined) | 14.1%[9.04 µM]
Cc1ccc(NC(=O)c2cc(S(=O)(=O)NCC3CCCO3)ccc2F)cc1 (centres undefined) | ?
COc1cc2c3c(c1OC)C(=O)CC3CCCC2 (centres undefined) | -1.9%
CC1(C)OC(=O)C=C[C@@]2(C)C1C[C@@H](O)[C@]1(C)C2CC[C@@]2(C)C(c3ccoc3)OC(=O)[C@H]3O[C@]321 (some centres undefined) | -21.9%[9.04 µM]
Nc1nc2c(ncn2[C@@H]2O[C@H](CNS(=O)(=O)c3cccnc3)[C@@H](O)[C@H]2O)c(=O)[nH]1 | 0.3%
COc1cc(CN2CCCC(n3cc(C(=O)N4CCCCC4)nn3)C2)cc2c1OCO2 (centres undefined) | -5.1%[9.04 µM]
Cc1nn(-c2ccccc2)c(C)c1C(=O)OCC(=O)Nc1ccc(C(N)=O)cc1 | -2.0%
CCOC(=O)C1(C)CCN1C(=O)c1ccc(Cl)cc1Cl (centres undefined) | -1.3%
O=C(Oc1ccc[nH]c1=O)c1ccccc1 | 11.1%
Nc1ncnc2c1ncn2[C@@H]1O[C@H](C(=O)NCC2CCN(Cc3ccccc3)CC2)[C@@H](O)[C@H]1O | -2.5%

Reprinted at random: two entries already listed
molecule | TDP1 cell CPT
CC(C)(C)OC(=O)[C@H](Cc1ccccc1)NC(=O)c1ncn2c1c(=O)[nH]c1ccc(Br)cc12 | 4.61µM*
COc1ccc(-c2csc(C(O)c3ccc(OC)cc3)n2)cc1 (centres undefined) | ?

(cont.)
molecule | TDP1 cell CPT
CCOC1=C2CN(S(=O)(=O)c3ccc(Cl)cc3)[C@H](c3ccccc3)C[C@@H]2N(S(=O)(=O)c2ccc(C)cc2)[C@H](c2ccccc2)C1 | -12.4%
COC(=O)CCC(=O)N1CCC(Oc2cccc(C(=O)NCc3ccccn3)c2)CC1 | -21.9%
O=C(NCc1ccc(F)cc1)c1cc(C2CCCCN2S(=O)(=O)c2cccs2)on1 (centres undefined) | -24.8%
CNc1ncnc2c1ncn2[C@H]1CN(Cc2ccccc2)C[C@@H](CO)O1 | ?
CC1(C)CC(=O)C=C(Nc2ccc(O)cc2)C1 | -9.1%
Cc1ccc(S(=O)(=O)N(C)C)cc1NC(=O)COC(=O)c1cccs1 | -17.5%
C=Cc1ccc(Cn2c(C)c(C(=O)NCc3cccc([N+](=O)[O-])c3)sc2=O)cc1 | ?
CC(C)S(=O)(=O)N1CCCC(c2cc(C(=O)Nc3ccc(F)c(Cl)c3)no2)C1 (centres undefined) | ?
CCCC(=O)N1CCCC(c2cc(C(=O)NCc3ccc(F)cc3)no2)C1 (centres undefined) | -3.0%
COc1ccc(/C=C2/SC(=S)N(CCC(=O)Nc3cccnc3)C2=O)cc1OC | -5.2%
COC(=O)c1ccc(-c2nc(CN3CCN(C(=O)c4ccco4)CC3)c(C)o2)cc1 | -8.9%
COc1cc(C(=O)OCC(=O)Nc2ccccc2)cc2c1OCCO2 | ?
COc1ccc(C(=O)/C(Br)=C\C(=O)O)cc1 | 2.66µM*
CNc1cc(C(=O)Nc2cccc(OCc3ccccc3)c2)ncn1 | ?
O=C(c1ccc([N+](=O)[O-])s1)N1CCN(c2ncccn2)CC1 | 20.6µM*
CCCCc1c(-c2ccccc2OC)ncn1CCc1cccc(OC)c1 | 14.6µM*
COC(=O)C1=C(C(=O)OC)C2C=CC1C1C(OC(C)=O)C(OC(C)=O)C21 (centres undefined) | -21.4%
CCCS(=O)(=O)NC(=O)C1(C)CCN(C(=O)c2ccc(OC)c(F)c2)C1 (centres undefined) | 4.0%
COc1cccc(S(=O)(=O)Nc2ccc3c(c2)C(=O)N(C)C[C@H](OC)[C@H](C)CN[C@@H](C)CO3)c1 | 6.9%
NC(Cc1ccc(Cl)cc1)c1csc(Nc2cc(Oc3ccccc3)ncn2)n1 (centres undefined) | -106.0%
Cc1cc(Cl)ccc1N(CC(=O)N(C)Cc1ccccc1)S(C)(=O)=O | -25.3%
O=C(c1cccs1)N1C[C@H](O)[C@@H](n2cc(C3CC3)nn2)C[C@@H]1c1ccccc1 | -20.4%
Cc1ccc2cc(CNC(C)c3cccc4ccccc34)c(N3CCC(O)CC3)nc2c1 (centres undefined) | 15.1%[9.04 µM]

Screening data as filed in PubChem BioAssay.

An excerpt; rates above refer to the full screens.
